Assay outcomes: PubChem BioAssay, National Center for Advancing Translational Sciences (NCATS)
Pf growth 96h: P. falciparum growth inhibition at 96 hour, primary screen for plastid delayed-death inhibitors; P. falciparum luciferase reporter growth, 96 h; Potency, µM (doses to about 28.7 µM), for inactives: at the top dose activity change, negative = inhibition, usual class: inhibitors; 320,000 compounds, 6.9% hits
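Delayed-death screen, second-generation endpoint: infected erythrocytes, 2% hematocrit, 0.05% parasitemia final; 96 hours at 37 C, 5% CO2; luciferase detection reagent; luminescence decrease equals reduced growth.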
HCV inhibitor: HCV inhibition. 340,000 compounds, 3.4% hits. AID 651820. Huh7.5.1 HCVcc-Cre infection, luciferase reporter, 44 h. Potency, µM (doses to about 41.8 µM), without a hit: top-dose activity change, negative = inhibition, hits mostly inhibitors
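Cells (1,000/well) were plated 4 h before compound, then infected with HCVcc-Cre virus (~0.5 moi). After 44 h further culture, infection was read as luciferase luminescence following a 15 min substrate incubation at room temperature.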
LmPK inhibitor: blocks Leishmania mexicana pyruvate kinase activity | 290,000 compounds, 0.37% hits | purified LmPK, Kinase-Glo ATP luminescence, 1 h | Q27686 | AID 1721 | Potency, µM (titrated, usually from 57.5 µM), for the others: at the top dose activity change, negative = inhibition, most hits filed as inhibitors
Target sequence (Q27686 whole entry, looked up): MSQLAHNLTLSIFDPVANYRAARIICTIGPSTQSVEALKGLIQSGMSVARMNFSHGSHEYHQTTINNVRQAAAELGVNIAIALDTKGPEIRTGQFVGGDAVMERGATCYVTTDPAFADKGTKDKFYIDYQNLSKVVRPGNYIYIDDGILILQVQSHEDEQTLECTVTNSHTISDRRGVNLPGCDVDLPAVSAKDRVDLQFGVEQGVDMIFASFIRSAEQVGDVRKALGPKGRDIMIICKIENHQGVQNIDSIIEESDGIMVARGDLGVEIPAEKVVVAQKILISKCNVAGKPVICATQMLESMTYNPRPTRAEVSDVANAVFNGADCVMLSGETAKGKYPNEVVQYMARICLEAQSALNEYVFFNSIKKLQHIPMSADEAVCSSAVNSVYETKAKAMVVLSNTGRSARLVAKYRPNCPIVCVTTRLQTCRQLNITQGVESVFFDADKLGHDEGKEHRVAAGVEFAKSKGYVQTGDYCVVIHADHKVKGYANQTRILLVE
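Pyruvate kinase activity monitored as ATP production (luciferase luminescence). Conditions: 0.1 nM enzyme, 0.5 mM PEP, 0.1 mM ADP, 1 h, RT; normalized against uninhibited and no-enzyme wells.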
Pf growth 48h: inhibits P. falciparum growth in the first generation, 48 h; P. falciparum luciferase growth in erythrocytes, 48 h; Potency, µM (series often up to 28.7 µM), for inactives: top-dose activity change, negative = inhibition, usual class: inhibitors; 310,000 compounds, 5.9% hits
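Compounds are pin-transferred into medium, infected erythrocytes (2% hematocrit, 0.1% parasitemia final) are added, and plates sit one parasite generation at 37 C in 5% CO2. Detection reagent is then added and luminescence measured.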
TbPYK inhibitor: inhibitors of Trypanosoma brucei pyruvate kinase; Q57TT1; TbPYK enzyme, Kinase-Glo Plus ATP luminescence, 45 min; Potency, µM (top dose mostly 76.8 µM), for inactives: at the top dose activity, negative = inhibition, most hits filed as inhibitors; 410,000 compounds, 0.12% hits; AID 624173; further: nearly all actives have a fitted effect of over 50% in size
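Luminescence from Kinase-Glo Plus, added after a 45-minute room-temperature reaction, served as the end-point read-out. The enzyme and substrate were preincubated with compound before ADP (130 uM final) initiated turnover. Concentration-effect curves came from normalized qHTS data.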
Sm TGR inh: inhibitors of Schistosoma mansoni thioredoxin glutathione reductase; Q962Y6; purified TGR, DTNB reduction, TNB absorbance 405 nm; AID 485364; 360,000 compounds, 3% hits; Potency, µM (top dose mostly 114 µM), inactives show at the top dose activity change, negative = inhibition, usual class: inhibitors; further: nearly all actives have a fitted effect of over 60% in size
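Kinetic colorimetric format: TGR-catalysed, NADPH-driven DTNB reduction monitored via TNB absorbance. Enzyme dispensed at 20 nM; compound exposure 15 min at room temperature before reaction start.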
Numbers without * were called inactive; u = inconclusive; x = no result given; & = joins results of further samples; [ ] = another dose, or the depositor's remark. The call rests on the fitted dose curve; in most records, active means well fitted curve in the direction sought with a large enough effect; inconclusive means small, poorly fitted or top-dose-only effect, or another doubt; inactive means no such curve, though single readings can be large; an effect the other way counts as inactive or inconclusive. On the % scale 0 is the no-effect control and ±100 the full control effect; potency means the concentration at half of the fitted maximal effect.

Structure	LmPK inhibitor	TbPYK inhibitor	Sm TGR inh	HCV inhibitor	Pf growth 96h	Pf growth 48h
O=C(Nc1ncc(Cc2ccc(SC(F)F)cc2)s1)c1ccc(OC(F)F)cc1	2%	-6%	-1%	u	30%	6%
Cc1ccc(OCC(O)CN2CCc3ccccc3C2)c(C)c1 (configuration not stated)	-14%	2%	u	u	-15%	12%
CC1=CCC(C(=O)O)C(C(=O)NC2CCCCC2)C1 (configuration not stated)	-1%	1%	0%	u	-18%	11%
CCCCNC(=O)CN1C(=O)NC2(CCOc3ccccc32)C1=O (configuration not stated)	0%	1%	4%	0%	23%	7%
CCc1cccc(NC(=O)C2CCCN(S(=O)(=O)c3ccc4[nH]c(=O)ccc4c3)C2)c1 (configuration not stated)	-3%	-4%	-11%	-6%	-8%	u
COc1ccc2c(c1)O/C(=C\c1ccccc1C)C2=O	-9%	-3%	13%	-23%	23%	40%[activator]
Cc1cccc(N2C(=O)NC(=O)/C(=C\C=C\c3ccco3)C2=O)c1	12%	-14%	u	u	34%[activator]	6%
Cc1nn(Cc2ccc(C(=O)N/N=C/c3ccncc3)o2)c(C)c1Cl	5%	-3%	0%	-17%	u	u
C=C1CCN([C@@H](C)C(=O)NCc2ccc(Cl)cc2)S(=O)(=O)c2ccccc21	7%	3%	2%	-15%	u	u
O=C(NCC(c1cccs1)N1CCOCC1)c1cc(Cl)ccc1[N+](=O)[O-] (configuration not stated)	x	-3%	5%	25%	13%	-2%
Cc1oc(S(=O)(=O)N(C)C)cc1C(=O)Nc1ccc(Cl)cc1	2%	-7%	2%	u	u	0%
Cc1ccccc1OCC(=O)Nc1cc(Cl)ccc1Oc1ccccc1	-2%	-9%	3%	-2%	5.2µM*	u
CCOc1ccc2c(c1)c(=O)c(S(=O)(=O)c1ccc(C)cc1)cn2CC	-2%	35%	0%	-5%	31%[activator]	4%
COc1cc2cc(CCCOC(=O)c3ccco3)oc(=O)c2cc1OC	x	-6%	50µM*	-8%	44%[activator]	45%[activator]
O=C(COc1ccccc1)NCCSCc1ccccc1Cl	6%	0%	0%	15%	2%	-2%
CCn1c(SCC(=O)NCC2CCCO2)nc2cc(S(=O)(=O)N3CCCCC3)ccc21 (configuration not stated)	-3%	-6%	0%	-17%	x	u
COc1cc(NS(=O)(=O)c2ccc(NC(=O)CCC(=O)O)cc2)nc(OC)n1	12%	-2%	1%	-2%	0%	29%
CC(=O)N(/N=C1\Sc2ccccc2C1=O)c1ccccc1	-1%	-2%	5%	-21%	95%[activator]	72%[activator]
O=C(CNc1cccc2ccccc12)N/N=C/c1ccc(OC(=O)/C=C/c2ccco2)cc1	-2%	-15%	4%	-6%	-7%	u
CCOC(=O)Cc1csc(NC(=O)Nc2ccccc2)n1	0%	-3%	-12%	u	7%	19%
CC[N+](C)(CC)CCC[n+]1c(-c2ccccc2)c2cc(N)ccc2c2ccc(N)cc21	x	x	40µM*	u	0.23µM*	1.9µM*
CCC(=O)N1CCc2cc(S(=O)(=O)NCCN3CCC(C)CC3)ccc21	-3%	0%	-3%	-9%	1.7µM*	x
Cc1ccc(S(=O)(=O)N(C)CC(=O)OCC(=O)NC(=O)NC(C)C)cc1	1%	2%	11%	u	28%	13%
COC(=O)c1cc(=O)[nH]c(SCc2cccc(C)c2)n1	3%	0%	-1%	3%[8.37 µM]	u	15%
CCOc1ccc(S(=O)(=O)Nc2ccc(F)cc2)c(C)c1C	0%	-1%	-1%	u	-17%	x
O=c1ccc2ccc(O[C@@H]3O[C@H](CO[C@@H]4OC[C@](O)(CO)[C@H]4O)[C@@H](O)[C@H](O)[C@H]3O)cc2o1	x	-1%	-20%	31%[activator]	36%[activator]	-3%
Cc1cccc(NC(=O)c2cc(S(=O)(=O)N(C)c3ccc(F)cc3)ccc2Cl)n1	x	4%	-14%	-28%	0.37µM*	0.33µM*
CCC1CCCCN1CCNC(=O)c1[nH]c(C)c(C(C)=O)c1C (configuration not stated)	-1%	1%	-3%	-12%	50%[activator]	u
COc1ccc(NC(=O)CSc2nc(=O)n(CCN3CCOCC3)c3c2CCC3)c(OC)c1	x	-2%	-8%	9%	u	16%
COC(=O)c1ccc2c(=O)n(CCN3CCOCC3)c(=S)[nH]c2c1	-6%	-12%	u	-2%	x	-1%
CCOc1ccccc1C(=O)N/N=C/c1c[nH]c2ccccc12	-2%[11.5 µM]	-1%	18%	u	u	0%
O=C(Oc1cccc2cccnc12)c1ccc2c(c1)OCCO2	-1%	0%	-22%	15%	-26%	-18%
O=C(NCc1cccnc1)C(=O)NCC(c1ccco1)N1CCN(c2ccccc2F)CC1 (configuration not stated)	2%	1%	5%	10%	u	-9%
Cc1onc(-c2c(F)cccc2Cl)c1C(=O)N1CCc2ccccc21	3%	-34%	1%	-16%	-15%	x
CC(C)(C)OC(=O)NC(CCCCNC=O)C(=O)O (configuration not stated)	0%	-17%	9%	12%	7%	31%[activator]
O=C(CCC1CCCN(C(=O)c2ccc3cc[nH]c3c2)C1)N1CCN(c2ccccn2)CC1 (configuration not stated)	2%	u	x	-21%	9%	u
C=CCn1c(O)c2ccc(C(=O)N=NC(=O)c3ccc(F)cc3)cc2c1O	x	1%	0%	2%	11%	8%
CCOc1ccc(S(=O)(=O)N2CCN(C(=O)c3cccnc3)CC2)cc1	0%	-5%	12%	10%	3%	-24%
Cc1ccc2c(c1)cc(CN(C(=O)N1CCOCC1)C1CCCC1)c1nnnn12	-2%	12%	-10%	-16%	u	u
Cc1nc(SCC(=O)N2CCOCC2)c2c(C)c(C)sc2n1	-5%	1%	6%	-26%	-24%	-2%
O=C(Cc1c(F)cccc1Cl)N1CCN(S(=O)(=O)c2cccs2)CC1	x	5%	5%	30%[activator]	1%	8%
COc1ccc(OC)c(S(=O)(=O)Nc2ccccc2C(F)(F)F)c1	1%	0%	2%	6%	x	-21%
N#Cc1c(-c2ccc3c(c2)OCO3)csc1N	-2%	5%	2%	8.9µM*	34%[activator]	54%[activator]
CCCSc1ccc([C@H]2N[C@@](C)(C(=O)OC)[C@H]3C(=O)N(C)C(=O)[C@@H]23)cc1OC	x	1%	-22%	7%	10%	u
O=C1NC(=S)S/C1=C\c1coc2ccc(O)cc2c1=O	-7%	-4%	-29%	1%	u	-8%
Cc1ccc(O)c(NC(=O)C2=CC(c3ccco3)=NS(=O)(=O)N2C)c1	-9%	-7%&3%	-2%&2%	5%	0%	15%
COc1ccc(-c2csc(NC(=O)CSc3nnc(Nc4ccccc4C)s3)n2)cc1	2%	2%	x	-24%	u	u
CCc1cccc(CC)c1NC(=O)COC(=O)c1cccc(S(=O)(=O)N2CCc3ccccc3C2)c1	0%	-4%	0%	8%	-2%	-8%
CC(Oc1ccc2c3c(c(=O)oc2c1)CCCC3)C(=O)NCc1cccnc1 (configuration not stated)	7%	6%	-2%	4%	u	-3%
Cc1cc(C(=O)CSc2nnnn2-c2ccc(Cl)cc2)c(C)n1CC1CCCO1 (configuration not stated)	2%	13%	4%	u	-17%	-8%

(further entries)
Structure	LmPK inhibitor	TbPYK inhibitor	Sm TGR inh	HCV inhibitor	Pf growth 96h	Pf growth 48h
O=C(CSc1ccc2ccccc2n1)NCc1ccc2c(c1)OCO2	-2%	-6%	1%	u	53%[activator]	x
CCN1CCN(CC2CC3C=CC2C3)CC1 (configuration not stated)	-7%	-8%	1%	u	5%	-17%
Cc1ccc(CN2CCN(Cc3cnc(C)[nH]3)CC2CCO)cc1 (configuration not stated)	0%	-4%	-21%	-16%	12µM*	-7%
CCc1ccc(C(=O)C(C)OC(=O)Cn2[nH]c(=O)c3ccccc3c2=O)cc1 (configuration not stated)	x	3%	3%	12%	u	-8%
COCCCn1c(Cc2csc(Nc3cccc(Cl)c3)n2)nnc1SCC(=O)OC1CCCCC1	19%	-21%	2%	10%	u	8.3µM*
O=C(Cn1cc([N+](=O)[O-])cn1)NCC1CCCO1 (configuration not stated)	-3%	-8%	-1%	14%	152%[activator]	-15%
CCOC(=O)C1=C(CC)Nc2ccccc2N=C1NC(=O)c1cc(C)on1	x	-1%	-3%	-3%	32%[activator]	46%[activator]
N#Cc1ccccc1S(=O)(=O)N1CCN(CC(O)CN2CCOCC2)CC1 (configuration not stated)	x	-1%	-16%	-5%	-30%	-9%
CCC(=O)NNC(=S)NC(=O)c1ccc(C)cc1	5%	-5%	0%	-19%	39%[activator]	0%
O=C(Nc1nc2ccccc2s1)Nc1ccc(F)cc1F	0%	-5%	-3%	-6%	-17%	107%[activator]

Structures shown so far that have a cyano group:
Structure	LmPK inhibitor	TbPYK inhibitor	Sm TGR inh	HCV inhibitor	Pf growth 96h	Pf growth 48h
N#Cc1c(-c2ccc3c(c2)OCO3)csc1N	-2%	5%	2%	8.9µM*	34%[activator]	54%[activator]
N#Cc1ccccc1S(=O)(=O)N1CCN(CC(O)CN2CCOCC2)CC1 (configuration not stated)	x	-1%	-16%	-5%	-30%	-9%

Other results follow:
Structure	LmPK inhibitor	TbPYK inhibitor	Sm TGR inh	HCV inhibitor	Pf growth 96h	Pf growth 48h
CC(C)Cc1cc(C(=O)Nc2c(F)cc(F)cc2Br)no1	7%	10%	0%	-13%	u	u
CCC(C)N(NC(C)=O)c1nc(Cl)nc(NC(C)C)n1 (configuration not stated)	-1%	-1%	-4%	1%	u	2.1µM*
O=C(O)CNC(=O)CCn1nnc2ccccc2c1=O	-2%	-16%	-29%	1%	27%	9%
C=CCn1c(O)c2ccc(C(=O)N=NC(=O)COc3ccccc3F)cc2c1O	x	-2%	0%	18%	57%[activator]	42%[activator]
C/C(=N\Nc1nc(C)cc(-c2ccccc2)n1)c1ccc(F)cc1	-1%	-6%	27%	u	-13%	u
N#CCCC(CCC#N)C1=NCCc2ccccc21	2%	-13%	-10%	9%	28%	11%
O=S(=O)(NCc1ccccn1)c1cc(Cl)ccc1Cl	-8%	-2%	39%[activator]	2%	-29%	-9%
CSc1nc(-c2ccccc2)ccc1C(N)=O	7%	0%	-3%	u	u	12%
Cc1c(C(=O)NCCSCc2ccc(Cl)cc2Cl)cccc1[N+](=O)[O-]	-1%	2%	1%	u	5%	0%
Cc1ccc(NC(=O)CC2NCCN(Cc3ccccc3)C2=O)cc1 (configuration not stated)	7%	-3%	0%	13%	18%	0%

Four compounds from above, limited to Pf growth 48h and LmPK inhibitor.
Compound,Pf growth 48h,LmPK inhibitor
O=C(O)CNC(=O)CCn1nnc2ccccc2c1=O,9%,-2%
N#CCCC(CCC#N)C1=NCCc2ccccc21,11%,2%
Cc1ccc(NC(=O)CC2NCCN(Cc3ccccc3)C2=O)cc1 (configuration not stated),0%,7%
C=CCn1c(O)c2ccc(C(=O)N=NC(=O)COc3ccccc3F)cc2c1O,42%[activator],x
